Source: PubChem
TSHR antag: antagonists of human thyroid stimulating hormone receptor. actives 0.2% (n = 330,000). P16473. TSHR-expressing cells, TSH-stimulated cAMP HTRF, 2 h; active compounds read low. activity change, negative = inhibition, % at 11.5 µM;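 active means activity change below a set negative limit, meaning inhibition stronger than a set level, cut at about -70% in these data; inconclusive means activity change between two set negative limits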; further: on the % scale 0 is the no-effect control and ±100 the full control effect
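Competitive HTRF cAMP read-out (cryptate anti-cAMP antibody, cAMP-d2; 30 min, room temperature) in freshly harvested TSHR cells. Compounds added before TSH at EC80 (4nM final), followed by 2 hours' incubation at 37 deg C.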
B2AR arrestin: agonists driving beta-arrestin recruitment to human beta2-adrenergic receptor; actives 0.02% (n = 330,000); AID 492947; Potency, µM (highest dose often 46.1 µM), for the others: at the top dose activation, most hits filed as activators; beta-arrestin recruitment to beta2AR, cell-based reporter;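 further: potency means the concentration at half of the fitted maximal effect; 0% = DMSO controls and full agonism = EC100 isoproterenol or metaproterenol; nearly all actives have a fitted effect of over 65% in size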
Target sequence (P07550 whole entry, looked up): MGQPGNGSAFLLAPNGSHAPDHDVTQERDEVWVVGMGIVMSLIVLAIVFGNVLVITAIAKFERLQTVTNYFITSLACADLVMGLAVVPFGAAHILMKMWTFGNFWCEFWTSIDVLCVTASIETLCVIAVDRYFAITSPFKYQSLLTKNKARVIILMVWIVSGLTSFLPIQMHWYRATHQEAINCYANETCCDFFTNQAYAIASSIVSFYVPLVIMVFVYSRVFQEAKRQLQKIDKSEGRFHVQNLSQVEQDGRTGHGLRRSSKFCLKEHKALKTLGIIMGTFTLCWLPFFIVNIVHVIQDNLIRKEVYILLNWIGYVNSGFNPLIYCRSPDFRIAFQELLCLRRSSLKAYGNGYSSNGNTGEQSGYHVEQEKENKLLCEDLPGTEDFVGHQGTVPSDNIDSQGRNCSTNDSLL
PTAP TSG101 blk: blocks PTAP/TSG101 interaction to inhibit HIV-1 budding | Fluorescence polarization, FITC-PTAP peptide / Tsg101 binding | Potency, µM (top dose mostly 115 µM), for the others: at the highest dose activity change, negative = inhibition, actives largely listed as inhibitors | 340,000 tested, under 10 active | AID 493005; active means well fitted inhibition curve with a large enough effect in the main read-out, with a control signal flat, not every such curve was filed as active; inconclusive means small, poorly fitted or top-dose-only effect, or effect the other way, or a change in a side signal; inactive means no such curve, though single readings can be large or run the other way; further: potency means the concentration at half of the fitted maximal effect; % of control where 0% means no effect
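Fluorescence polarization binding of Tsg101 binding domain (10 uM final) to FITC-labeled PTAP peptide (50 nM final) in HEPES pH 7.5 buffer with NaCl, Tween 20, EDTA, TCEP. Compounds added before peptide; binding 20 min at RT.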
TCR activator: activates T cell receptor signaling; primary human leukocytes, anti-CD3, IL-2 HTRF, 48 h; Potency, µM (top dose mostly 9.22 µM), for the others: top-dose activation of IL-2 secretion, actives largely listed as activators; 330,000 tested, under 10 active; AID 504894; further: % of control where 0% means no effect
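Readout: HTRF IL-2, Eu-cryptate/d2 antibody pair, 320nm excitation, 665nm emission. Stimulus: a-CD3 beads, no co-stimulation. Cells: primary human leukocytes. Exposure: 48 hr with compound.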
uPA surface inh: inhibitors of cell surface uPA generation; cell surface uPA generation assay, qHTS; Potency, µM (highest dose often 38.3 µM), for the others: at the highest dose activity change, negative = inhibition, usual class: inhibitors; actives 0.31% (n = 330,000); AID 540303; active means well fitted inhibition curve with a large enough effect; inconclusive means small, poorly fitted or top-dose-only effect; inactive means no such curve, though single readings can be large or run the other way; tested in mouse RAW 264.7 cells; further: potency means the concentration at half of the fitted maximal effect; on the % scale 0 is the no-effect control and ±100 the full control effect; nearly all actives have a fitted effect of over 55% in size
BCR signal inh: inhibitors of chronic active B-cell receptor signaling; Potency, µM (titrated, usually from 46.1 µM), for inactives: at the highest dose ratio change, negative = lower green/red ratio, usual class: inhibitors; actives 0.05% (n = 340,000); ABC-DLBCL IkBa-CBG/CBR reporter, luminescence ratio, 4 h; active means well fitted inhibition curve with a large enough effect in the signal ratio, with a control signal flat, not every such curve was filed as active; inconclusive means small, poorly fitted or top-dose-only effect, or effect the other way, or a change in a side signal; the % refers to the signal ratio;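 further: potency means the concentration at half of the fitted maximal effect; plate controls were basal doxycycline-induced cells for no effect and cells given 10 µM MG132 for full effect; MG132 reads +100%, hits lower the ratio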
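Doxycycline induced both beetle luciferases in TMD8 lymphoma cells; IKK-driven degradation limits the IkappaBalpha-fused green signal, while red luminescence normalises for cell number and nonspecific effects. Compounds tested up to 46 uM, 4 hrs.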
ELG1 repair inh: inhibitors of ELG1-dependent DNA repair in HEK293T cells; HEK293T ELG1-luciferase reporter, luminescence, 16 h; DNA damage induced by 5-fluorouridine; AID 504467; actives 2.3% (n = 330,000); Potency, µM (doses to about 46.1 µM), for the others: at the highest dose activity change, negative = inhibition, usual class: inhibitors; further: potency means the concentration at half of the fitted maximal effect; on the % scale 0 is the no-effect control and ±100 the full control effect; nearly all actives have a fitted effect of over 55% in size
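5-Fluorouridine DNA damage + compound/DMSO, 2,000 cells/well, 16 h, 37 °C/5% CO2. ONE-Glo, 30 min RT, luminescence. Readout = decrease in reporter signal.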
Mito fusion yeast: blocks mitochondrial division or promotes mitochondrial fusion. AID 485298. S. cerevisiae fusion-defective mutant growth rescue, CellTiterGlo 48 h. actives 0.23% (n = 320,000). Potency, µM (series often up to 46.1 µM), without a hit: at the highest dose growth rescue (activation), most hits filed as activators;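 further: potency means the concentration at half of the fitted maximal effect; % of control where 0% means no effect; nearly all actives have a fitted effect of over 45% in size; temperature-sensitive fusion mutants such as fzo1-1 at 37 °C on non-fermentable ethanol glycerol medium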
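Luminescent cell viability in 1536-well qHTS format served as the measure of rescued growth in ts fusion-mutant S. cerevisiae cultured on non-fermentable YPEG for 48 hours at 37C.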
Tb PFK inh: inhibitors of T. brucei phosphofructokinase; T. brucei PFK, ADP-Glo luminescence; Potency, µM (top dose mostly 57.5 µM), for the others: at the highest dose activity, negative = inhibition, hits mostly inhibitors; actives 0.17% (n = 330,000); O15648;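 further: potency means the concentration at half of the fitted maximal effect; 0% = uninhibited 1x PFK enzyme wells and -100% = no-enzyme wells; nearly all actives have a fitted effect of over 60% in size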
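Activity is normalized to no-enzyme wells (full inhibition) and 1.25 nM enzyme wells (no inhibition). Reaction: 0.5 mM F6P, 0.1 mM ATP, 45 min RT, ADP-Glo luminescence; concentration-response curves fitted and classed by quality.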
Eya2 inh: blocks the phosphatase activity of human Eya2; O00167; recombinant Eya2, OMFP fluorescence dephosphorylation (OMFP is methylfluorescein phosphate); Potency, µM (series often up to 76.9 µM), inactives show at the top dose activity, negative = inhibition, hits mostly inhibitors; actives 0.006% (n = 330,000); further: potency means the concentration at half of the fitted maximal effect; on the % scale 0 is the no-effect control and ±100 the full control effect
Target sequence (O00167 whole entry, looked up): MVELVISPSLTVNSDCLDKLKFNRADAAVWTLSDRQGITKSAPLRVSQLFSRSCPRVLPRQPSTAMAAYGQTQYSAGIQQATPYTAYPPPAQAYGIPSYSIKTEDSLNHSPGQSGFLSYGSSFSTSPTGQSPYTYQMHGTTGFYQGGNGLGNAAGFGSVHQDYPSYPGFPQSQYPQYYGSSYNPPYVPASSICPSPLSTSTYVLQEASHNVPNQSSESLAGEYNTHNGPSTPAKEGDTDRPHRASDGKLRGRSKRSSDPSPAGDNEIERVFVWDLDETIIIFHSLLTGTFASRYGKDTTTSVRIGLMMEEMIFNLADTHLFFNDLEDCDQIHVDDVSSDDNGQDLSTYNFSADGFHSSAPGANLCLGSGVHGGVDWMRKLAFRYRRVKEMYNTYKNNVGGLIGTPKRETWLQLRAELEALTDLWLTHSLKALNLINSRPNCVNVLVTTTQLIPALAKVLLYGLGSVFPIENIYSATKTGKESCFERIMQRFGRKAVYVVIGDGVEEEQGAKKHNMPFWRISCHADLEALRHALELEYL
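Eya2 (0.2 uM) preincubated 10 min at ambient with compound, then OMFP substrate added at 50 uM; 10 min reaction in 50 mM HEPES pH 7.5, 50 mM NaCl, 5 uM MgCl2, 0.05% BSA, 1 mM DTT. Fluorescence read at Ex 485/Em 525 nm.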
USP2a inh: USP2a (human) protease inhibition; USP2 core, Ub-CHOP2 coupled fluorogenic reporter, 485/531; Potency, µM (highest dose often 38.3 µM), inactives show at the highest dose activity change, negative = inhibition, actives largely listed as inhibitors; actives 0.01% (n = 330,000); AID 463254;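 further: potency means the concentration at half of the fitted maximal effect; plate controls were DMSO wells for no effect and full inhibition by NEM control for full effect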
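Cell-free coupled assay: 10nM USP2 core preincubated 30min RT with compound in Tris-HCl pH 8.0/CaCl2/CHAPS buffer, then 25nM Ub-CHOP2 and 25nM reporter substrate; fluorescence (Ex 485/Em 531) read after 60min RT, normalized to NEM inhibition, concentration-response curves fitted.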
Numbers without * were called inactive; u = inconclusive; x = not tested or not shown; & = joins results of further samples; [ ] = dose if it differs, or a comment. Unless noted, the call rests on the fitted dose curve; in most records, active means well fitted curve in the direction sought with a large enough effect; inconclusive means small, poorly fitted or top-dose-only effect, or another doubt; inactive means no such curve, though single readings can be large; an effect the other way counts as inactive or inconclusive.

SMILES | TSHR antag | B2AR arrestin | PTAP TSG101 blk | TCR activator | uPA surface inh | BCR signal inh | ELG1 repair inh | Mito fusion yeast | Tb PFK inh | Eya2 inh | USP2a inh
COc1ccc(C(=O)NC2CCSc3ccccc32)cc1F (configuration not stated) | 1 | -0.1% | -3% | 2% | -1% | -14% | 0% | 6% | 1% | -2% | 4%
CCCc1cc(C(=O)Nc2cccc(Cl)c2)no1 | 1 | 0.1% | -2% | 4% | -1% | u | u | 4% | -9% | -23% | 7%
CCn1c(=O)c(C(=O)NCc2ccc(OC)c(OC)c2)c(O)c2ccccc21 | -18 | -0.4% | 0% | -4% | 8% | 0% | -7% | 4% | -5% | -2% | 2%
N#C/C(C(=O)N1CCOCC1)=C1/SC(Cc2ccccc2)C(=O)N1c1ccccc1 (configuration not stated) | -4 | -0.2% | -2% | 0% | -2% | u | -13% | 1% | -4% | -36% | 0%
Cc1ccc(OCCCN2CCOCC2)cc1 | 1 | 0.8% | -9% | 1% | -1% | 7% | 21% | -13% | 3% | 1% | 1%
CN1CCN(c2ccc(S(=O)(=O)N3CCOCC3)cc2NC(=O)CSCc2ccccc2)CC1 | -5 | 4.5% | -2% | 0% | u | 0% | -5% | x | -2% | 10% | 1%
O=C(Nc1ccc(Br)cc1F)C1CCCO1 (configuration not stated) | 2 | 0.2% | -2% | 3%[46.1 µM] | -1% | 18% | 17% | -4% | 3% | -7% | 1%
CCOc1[nH]n(-c2ccc(Cl)cc2)c(=O)c1C=NCC(=O)OC | 16 | 0.0% | 0% | 7% | -22% | -3% | -10% | -3% | -1% | 6% | 1%
O=C(O)C(=O)/C(=C\c1ccsc1)c1ccc2ccccc2n1 | 3 | 0.4% | -2% | -2% | 1% | 0% | u | 1% | 0% | 19% | 0%
Cc1ccnc(SCC(=O)c2cccs2)n1 | 13 | 0.2% | -2% | 1% | -4% | -21% | u | 22% | -6% | 19% | 0%
CN(C)c1nc(-c2ccccc2)c2cc(Cl)ccc2n1 | -4 | -0.6% | 1% | 3% | -9% | 2% | 3% | -8% | -5% | 13% | 3%
Cc1ccc(-c2nc3cccnc3s2)cc1NS(=O)(=O)c1cccs1 | -11 | 4.7% | 0% | -1% | -7% | -7% | 19% | u | 3% | -5% | 3%
Cc1cccc(NC(=O)C2CCN(S(=O)(=O)c3cccc4nsnc34)CC2)n1 | 7 | -0.7% | -4% | -3% | 2% | u | u | 0% | 1% | -2% | 4%
CCOCC(=O)Nc1nc2c(s1)C(=O)CC(C)(C)C2 | 5 | -0.9% | -4% | -3% | -11% | 3% | 25% | -7% | 2% | -14% | 0%
Cc1cccc(N2CCN(c3nc(C)cc(C)c3C#N)CC2C)c1 (configuration not stated) | -13 | -0.1% | 0% | -3% | 1% | 10% | u | -3% | -2% | -6% | 2%
COC(=O)c1c(NC(=O)C(=O)N2CCCC2)sc2c1CC(C)(C)OC2 | -2 | 0.2% | -5% | 3% | 5% | 1% | -24% | -1% | 15% | -17% | 0%
Cc1nc(CNC(=O)CC2C(=O)NCCN2Cc2cccc(Oc3ccccc3)c2)cs1 (configuration not stated) | 2 | -0.5% | -5% | -3% | 0% | u | 1% | 1% | 4% | -1% | 1%
CCn1cc(C(=O)N[C@@H](C)C(=O)NCCCO)c(=O)c2cc3c(cc21)OCO3 | -2 | -0.1% | 0% | -3% | 3% | u | 2% | 7% | -1% | u | -2%
CCOC(=O)c1ccccc1NS(=O)(=O)c1ccc(S(=O)(=O)N2CCCC2)cc1 | -11 | -0.1% | 4% | 0% | 23% | u | -19% | 6% | 0% | -23% | 4%
COc1ccc(C(=O)NOCc2ccccc2)cc1 | 0 | 0.1% | 3% | -1% | u | u | u | -4% | -3% | -20% | 0%
Cc1ccc(N=C2NC(=O)CS2)cc1 | 2 | 0.2% | 1% | -3% | 0% | -2% | 4% | -1% | 0% | -7% | 0%
O=C(NCCNCc1cccs1)c1ccccc1F | 3 | 0.0% | -2% | -5% | 0% | 5% | 21% | -1% | 2% | -12% | -1%
C#CCNC(=O)C1=C[C@@H](C(C)(C)C)C[C@@H](OCc2ccc(CO)cc2)O1 | -2 | 0.0% | x | -4% | 7% | 0% | u | 3% | 3% | -14% | 3%
O=C(Nc1cccc(-c2nnc(-c3ccccc3)o2)c1)C1CCCCC1 | 2 | -0.8% | 1% | 0%[46.1 µM] | -2% | 7% | u | 3% | -1% | 6% | 1%
O=C(CNC(=O)c1cccc(OC(F)F)c1)OCc1cc(=O)n2cc(Br)ccc2n1 | 6 | 0.0% | -8% | -4%[46.1 µM] | 1% | 8% | 7% | 1% | -20% | 4% | 3%
C/C(=N\NC(=O)CNC(=O)c1ccc(Br)cc1)c1ccco1 | 5 | 0.1% | -4% | 6% | 4% | 3% | u | 3% | -6% | 6% | 0%
c1ccc(CC2CCN(Cc3ccccn3)CC2)cc1 | 1 | 3.8% | -1% | -9% | 3% | 4% | 11% | -16% | -1% | 0% | 3%
COc1cc(/C=N/Nc2nc3ccccc3s2)ccc1OC(=O)c1ccccc1F | 2 | 0.1% | 3% | 1%[46.1 µM] | -13% | u | u | 16% | 10% | 5% | 3%
Cc1nnc(NC(=O)CSc2nnc(CNC(=O)c3ccccc3)o2)s1 | -14 | 1.2% | x | -2% | -9% | 0% | 5% | 0% | 2% | 6% | 0%
Cn1c(=O)c2c(nc(CN3CCN(CCO)CC3)n2Cc2ccccc2Cl)n(C)c1=O | 5 | 0.8% | -12% | -3% | -10% | -8% | -3% | -6% | -2% | 5% | 2%
COC(=O)c1c(NC(=O)c2cccc([N+](=O)[O-])c2)sc(C(N)=O)c1C | -2 | -0.4% | -6% | -3% | 6% | 4% | u | 1% | -3% | 3% | 1%
CCCc1c(OCCCOc2ccc(OCC(=O)O)cc2)ccc(C(C)=O)c1O | -20&-3 | 0.0% | -4% | 1% | 8% | u | 8% | u | -7% | 7%&6% | -2%
COc1cccc(C(=O)Cn2c(Br)nc3c2c(=O)n(C)c(=O)n3C)c1 | -11 | 0.2% | -5% | 0% | -5% | 0% | u | 7% | 7% | 7%[15.4 µM] | 2%
COc1ccc(Nc2ccccc2N)cc1 | 7 | 0.4% | 4% | x | -3% | 8% | u | 2% | -4% | -15% | 3%
Cc1cccc(C2Nc3cccc4cccc(c34)N2)c1 | 1 | -0.6% | -4% | -7% | 7% | -3% | -3% | -7% | -13% | 10% | -1%
CCOC(=O)N1CCN(C(=O)c2cn(CC)c3ccc(S(=O)(=O)N4CCCCC4)cc3c2=O)CC1 | 7 | 0.1% | 0% | -4% | u | 0% | 3% | 11% | 3% | -4% | 2%
Cc1ccc(S(=O)(=O)N(C)C)cc1NC(=O)COC(=O)CCC(=O)c1ccc(F)cc1 | 23 | -0.4% | -3% | -2%[46.1 µM] | 3% | 0% | u | -2% | -10% | -5% | 0%
CN(Cc1ccccc1)S(=O)(=O)c1ccc(OCC(=O)NCc2ccccn2)cc1 | -104* | 0.4% | 3% | 0% | 7% | 2% | -11% | -6% | 1% | -9% | 2%
CCCNC(=O)NC(=O)CSc1nc(C)cs1 | 1 | -0.2% | -2% | 1% | 3% | 7% | 1% | 0% | -2% | 3% | 0%
Nc1nc(C(F)(F)F)cc(=O)n1N | -3 | -0.1% | -12% | -3% | 2% | 1% | 0% | 1% | -1% | -14% | -6%
Cc1nn(-c2ccccc2)c(Cl)c1/C=N\NC(=O)c1cncc(Br)c1 | -14 | 0.1% | -2% | 4%[46.1 µM] | 1% | u | u | -4% | 1% | 9% | 4%
Cc1nc2c3c(sc2c(=O)[nH]1)NC(=O)CC3c1ccccc1Cl (configuration not stated) | 6 | -0.8% | -1% | 4% | -14% | -8% | u | 1% | 1% | -6% | -1%
CCS(=O)(=O)Nc1ccc(-c2nnc(SCC(=O)c3ccc(NC(C)=O)c(OC)c3)o2)cc1 | -2 | 0.2% | -1% | 1% | 3% | 1% | 6% | 3% | -6% | 20% | 3%
O=C(Nc1ccn(Cc2ccccc2)n1)c1ccc2c(c1)OCO2 | -8 | -0.5% | -2% | -2% | u | u | u | 1% | -9% | -7% | 1%
